# influenza NS1A – H1N1 influenza NS1A inhibitors, functional cell based assay (AID 504329); NS1A functional cell-based assay, percent inhibition; higher % means a stronger effect; inhibition, % at 12.5 µM; hits with a dose series show IC50 in µM; 340,000 tested, 0.3% active; in the data active means a potency from the dose series; inconclusive means inhibition above about 27% without an active follow-up result; further: strong numbers were not always called active
# H37Rv inhibition – M. tuberculosis growth inhibition, HTS (AID 449762); M. tuberculosis H37Rv growth inhibition, 7H9 media; higher % means a stronger effect; one-dose inhibition, % at 25 µM; IC50 in µM for titrated hits; 330,000 tested, 0.59% active; in the data active means a potency from the dose series; inconclusive means inhibition above about 70% without an active follow-up result;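 further: bacterial growth assessed after seven days of incubation; strong numbers were not always called active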
# inhibitors of VEEV – inhibitors of VEEV TC-83 cytopathic effect, confirmation, Vero cells (AID 588727); one-dose inhibition, % at 20 µM; IC50 in µM for titrated hits; Vero cells, VEEV TC-83 cytopathic effect inhibition; higher % means a stronger effect; 350,000 tested, 0.13% active; in the data active means a potency from the dose series; inconclusive means inhibition mostly from about 14% at the one dose, without a potency; inactive means the rest, 99 in 100 with inhibition below about 12%; further: strong numbers were not always called active
# tuberculosis growth – growth inhibition of non-replicating M. tuberculosis (AID 488890). Mycobacterium tuberculosis non-replicating, growth inhibition; higher % means a stronger effect. inhibition, % at 25 µM; hits with a dose series show IC50 in µM. 320,000 tested, 0.39% active; in the data active means a potency from the dose series; inconclusive means inhibition mostly from about 82% at the one dose, without a potency; inactive means the rest, 99 in 100 with inhibition below about 76%;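 further: plate controls were DMSO cells for no effect and high antibiotic wells for full effect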
# PhoP GFP inhibition – PhoP regulon inhibitors, Salmonella typhi PhoP promoter GFP reporter, confirmatory (AID 1850); Salmonella Typhi PhoP-promoter GFP reporter, fluorescence, 4 h; higher % means a stronger effect; inhibition, % at 50 µM; hits with a dose series show IC50 in µM; 310,000 tested, 0.33% active; in the data active means a potency from the dose series; inconclusive means inhibition mostly from about 25% at the one dose, without a potency; inactive means the rest, 99 in 100 with inhibition below about 19%;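 further: 0% = induced wells with vehicle and 100% = uninduced wells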
# inhibitors of VEEV 10K pilot screen – also measured in inhibitors of VEEV; calls as there; inhibition, %; measured here: 10K pilot screen inhibition
# An asterisk follows results filed as active; i = inactive; ? = inconclusive; / = no result given; & = joins results of further samples.
SMILES,influenza NS1A,H37Rv inhibition,inhibitors of VEEV,tuberculosis growth,PhoP GFP inhibition,others
N/C(Cc1nc(-c2ccc(Cl)cc2)cs1)=N/O,2%,-11%,i,20%,5%,
CCOc1ccc(C2C(C(C)=O)=C(O)C(=O)N2CCc2c[nH]c3ccccc23)cc1 (stereo unspecified),10%,-2%,0.4%,13%,-3%,
COc1ccc(N2CCN(C(=O)c3ccccc3)CC2)c([N+](=O)[O-])c1,7%,1%,i,2%,-8%,
CCOC(=O)CSc1nc(=O)n2cc(C)ccc2n1,-3%,3%,0.2%,-14%,-15%,
CSc1nnc(NC(=O)c2ccc3c(c2)OCO3)s1,-1%,-1%,4.7%,-6%,-14%,
CCOc1ccc(NC(=O)C/C(C)=N/NC(=O)Cc2cccs2)cc1,2%,?,i,23%,7%,
CC12CCC(C(=O)NCc3ccccc3Cl)(CC1=O)C2(C)C (stereo unspecified),-7%,0%,0.6%,0%,1%,
CCN(CC)CCCN1C(=O)C2C(C(=O)Nc3ccc(C(C)C)cc3)C3C=CC2(O3)C1C(=O)NC1CCCCC1 (stereo unspecified),-4%,-2%,i,6%,-16%,
Clc1cccc(OCCCN2CCCC2)c1Cl,7%,6%,i,-6%,8%,
Cc1onc(-c2ccccc2)c1C(=O)NNC(=S)NC(=O)c1ccc(F)cc1,7%,-2%,1.7%,?,8%,
CC(=O)N1c2ccc(S(=O)(=O)N3CCC(C(=O)Nc4cccc(F)c4)CC3)cc2CC1C (stereo unspecified),0%,2%,i,7%,9%,
COc1ccc(Cn2c(=O)c3cccnc3n(Cc3ccc([N+](=O)[O-])cc3)c2=O)cc1,6%,4%,0.7%,8%,2%,
CSc1cccc(NS(=O)(=O)c2cn(C)cn2)c1,8%,8%,0.4%,-13%,-25%,
COc1ccc(NC(=O)CSc2nnc(-c3ccccc3Cl)n2Cc2ccco2)c(OC)c1,4%,-6%,5.2%,15%,-13%&14%,
O=C1NC(=S)S/C1=C\c1coc2ccccc2c1=O,11%,3%,0.8%,64%,4%,
COc1ccc2c(c1)S(=O)(=O)c1ccccc1N2,4%,3%,0.6%,8%,4%,
COc1ccc(CONS(=O)(=O)c2ccc(NC(C)=O)cc2)cc1Cl,-1%,3%,8.6%,-2%,6%,
CCCn1nnnc1NCc1ccc(SC)cc1,0%,3%,3.3%,57%,10%,
O=C(NC1=NCCS1)C12CC3CC(C1)CC(C(=O)NC1=NCCS1)(C3)C2,3%,-1%,7.3%,12%,20%,
Cc1ccc(-c2noc(CSc3nc(N)cc(N)n3)n2)cc1,5%,5%,i,19%,6%,
CC1(c2ccc(OC(F)F)cc2)NC(=O)N(CC(=O)Nc2cccc(S(N)(=O)=O)c2)C1=O (stereo unspecified),14%,-3%,1.1%,5%,-6%,
CSC(=S)N/N=C/c1ccccc1,-1%,10µM*,0.2%,?,-7%,
CCN(CC)S(=O)(=O)c1ccc(NC(=O)CSc2cccc[n+]2[O-])cc1,3%,1%,i,9%,-7%,
COc1ccc(S(=O)(=O)N(CCc2ccccc2)CC(N)=O)cc1,6%,3%,i,3%,12%,

# By substructure, the entries above containing a nitro group on carbon (2)
SMILES,influenza NS1A,H37Rv inhibition,inhibitors of VEEV,tuberculosis growth,PhoP GFP inhibition,others
COc1ccc(N2CCN(C(=O)c3ccccc3)CC2)c([N+](=O)[O-])c1,7%,1%,i,2%,-8%,
COc1ccc(Cn2c(=O)c3cccnc3n(Cc3ccc([N+](=O)[O-])cc3)c2=O)cc1,6%,4%,0.7%,8%,2%,

# Compounds shown so far with fluorine, in the order listed:
SMILES,influenza NS1A,H37Rv inhibition,inhibitors of VEEV,tuberculosis growth,PhoP GFP inhibition,others
Cc1onc(-c2ccccc2)c1C(=O)NNC(=S)NC(=O)c1ccc(F)cc1,7%,-2%,1.7%,?,8%,
CC(=O)N1c2ccc(S(=O)(=O)N3CCC(C(=O)Nc4cccc(F)c4)CC3)cc2CC1C (stereo unspecified),0%,2%,i,7%,9%,
CC1(c2ccc(OC(F)F)cc2)NC(=O)N(CC(=O)Nc2cccc(S(N)(=O)=O)c2)C1=O (stereo unspecified),14%,-3%,1.1%,5%,-6%,

# Later entries
SMILES,influenza NS1A,H37Rv inhibition,inhibitors of VEEV,tuberculosis growth,PhoP GFP inhibition,others
O=S(=O)(c1ccc2c(c1)OCCO2)N1CCC(n2nnc3cc(F)ccc32)CC1,-2%,-6%,3.4%,-14%,0%,
COc1ccccc1NCC(=O)Nc1cc(S(=O)(=O)N2CCOCC2)ccc1N1CCOCC1,5%,-3%,3.7%,10%,-3%,
CCOC(=O)c1ccc2[nH]c(C)c(CCC(C)=O)c(=O)c2c1,-1%,6%,0.1%,-2%,0%,
CCCN(CCC)C(=O)CC(c1ccccc1)c1cc(C)ccc1O (stereo unspecified),7%,-1%,i,-3%,-8%,
COc1ccc(-c2cc(C(=O)NC(C(=O)O)C(C)C)c(C)o2)cc1OC (stereo unspecified),1%,-6%,4.2%,-12%,-14%,
COc1ccccc1NC(=O)Nc1nc(CC(=O)N2CCN(c3ccccc3)CC2)cs1,6%,?,10%,53%,-8%,
CCN(CC)CCN(Cc1cc2cc3c(cc2[nH]c1=O)OCO3)C(=S)NCc1ccco1,-7%,-10%,0.6%,48%,4%,
COc1cc2[nH]c(=O)n(CCCCCC(=O)N3CC=C(c4ccccc4)CC3)c(=O)c2cc1OC,3%,12%,7.2%,30%,9%,
COc1cc(CNCc2ccc(SC)cc2)cc(OC)c1,1%,5%,i,18%,-7%,
O=C(CN1C(=O)c2ccccc2C1=O)Oc1ccc(F)cc1,/,-7%,/,6%,-3%,
O=C(/C=C/c1ccco1)NC(=S)Nc1ccccc1Br,1%,3%,0.2%,4%,1%,
COC(=O)CSc1nnc(C)n1-c1ccc(C)cc1,-5%,-9%,0.8%,6%,10%,
CC(C)NC(=S)NNc1nc2ccccc2s1,6%,3%,2.0%,?,-4%,
COc1cc(OC)c(NC(=O)c2cc3ccccc3cc2O)cc1Cl,1%,/,11%,/,/,
OCCC1CN(Cc2ccc(Oc3ncccn3)cc2)CCN1Cc1ccc(F)c(F)c1 (stereo unspecified),-9%,5%,i,3%,-2%,
Cc1ccc(C)c(OCCC(=O)OCC(=O)Nc2cccc(S(=O)(=O)N3CCCC3)c2)c1,-4%,48%,1.3%,56%,6%,
COc1nonc1NCn1nc(C)cc1C,18%,-6%,i,15%,-1%,
O=C(NC1=NCCS1)c1ccc(Br)s1,8%,5%,4.7%,4%,-6%,
CN(Cc1ncc[nH]1)C(=O)CC1C(=O)NCCN1Cc1c(F)cccc1Cl (stereo unspecified),5%,-9%,5.9%,-10%,1%,
O=C1COc2ccc(C(=O)COC(=O)Cc3ccsc3)cc2N1,-3%,-4%,0.8%,-1%,8%,
O=C(COc1ccccc1)Nc1ccc(C(=O)N2CCCC2)cc1,6%,3%,0.1%,13%,2%,
COc1ccc(CC(=O)N/N=C(\C)c2cccs2)cc1,-15%,4%,i,25%,-8%,
CC(C)NC(=O)NC(=O)COC(=O)/C=C/c1ccccc1[N+](=O)[O-],-2%,-6%,1.4%,10%,3%,
COc1ccc2cc(C(=O)Nc3ccc(Cl)cc3)sc(=O)c2c1OC,-1%,2%,1.2%,5%,-6%,
CCN(CC)C(=O)CSC1c2ccccc2C(=O)N1c1ccccc1 (stereo unspecified),0%,/,0.4%,/,3%,
CC1CCN(C(=O)c2ccc(S(=O)(=O)Cc3ccccc3F)c([N+](=O)[O-])c2)CC1,1%,-6%,7.2%,-7%,-3%,
COc1ccc(OC)c(CN2CCN(CCCc3ccccc3)C(CCO)C2)c1 (stereo unspecified),2%,0%,i,22%,8%,
Cc1ccc(NC(=O)CN(C)C(=O)CSc2nc(C)cc(C)n2)cc1,8%,-2%,i,3%,-4%,
c1ccc2[nH]c(SCc3cn4cccnc4n3)nc2c1,-3%,8%,1.2%,-12%,-5%,
O=C(Nc1cccnc1)OC1CCCCC1,-5%,3%,1.9%,2%,3%,
CC(=O)Nc1ccc(NC(=O)CSc2ccc3nnc(-c4ccccn4)n3n2)cc1,4%,-4%,2.1%,2%,-2%,
C[C@@H]1CC[C@@]23COC(=O)C2=CCC[C@@H]3[C@@]1(C)CC/C(=C/CO)CO,4%,-9%,i,7%,-13%,
COc1cccc(-c2cc(C(=O)N3CCc4ccccc4C3)[nH]n2)c1,-1%,2%,3.5%,3%,3%,
O=C(CCN1C(=O)c2ccccc2C1=O)Nc1cccc(O)c1,-7%,-2%,1.3%,-18%,-3%,
COC(=O)c1cnc(Oc2ccc(NC(=O)NC(=O)c3c(F)cccc3Cl)cc2)cc1C(F)(F)F,-1%,-2%,0.7%,-3%,-1%,
COc1ccc(NC(=O)C(CC(=O)O)Cc2ccc(Cl)cc2)cc1 (stereo unspecified),-2%,7%,2.1%,-10%,5%,
CCCCNC(=O)CNC(=S)N(Cc1ccccc1)Cc1cccnc1,3%,2%,1.7%,12%,-12%,
CCOc1ccccc1OCC(=O)NN1Cc2ccccc2C1=N,9%,-6%,0.9%,-3%,-6%,inhibitors of VEEV 10K pilot screen=0.4
Cn1c(C(=O)OCC(=O)NCc2ccc(F)cc2)cc2occc21,-14%,4%,9.0%,-12%,4%,
Cc1cc2ccccc2n1CCNC(=O)C(C)(C)C,12%,0%,0.7%,81%,11%,
Nc1nc(SCC(=O)Nc2ccccc2)[nH]c(=O)c1NC(=O)c1cccs1,6%,-12%,1.8%,-12%,5%,
c1ccc(CSc2nccc(-c3ccco3)n2)cc1,/,10%,i,35%,11%,
Cc1cccc(-n2cnc(C(=O)Nc3cccnc3)c2)n1,0%,3%,4.0%,1%,2%,
O=C(Nc1ncn[nH]1)c1cc(S(=O)(=O)Nc2cccc(C(F)(F)F)c2)ccc1Cl,-3%,2%,1.6%,10%,9%,
C/C(=N/NS(=O)(=O)c1cc(C)ccc1C)c1ccc2c(c1)OCO2,-6%,-1%,3.5%,7%,-5%,
COc1cc(C2NC(=O)NC(C)=C2C(=O)OC(C)C)ccc1OC(=O)c1ccco1 (stereo unspecified),3%,-3%,0.7%,4%,-5%,
CCOc1ccc(CCNC(=O)Cn2ccc3ccccc3c2=O)cc1OCC,8%,0%,1.3%,-6%,-3%,
Nc1nnc(SCC(=O)Nc2cccc(S(=O)(=O)N3CCCCC3)c2)s1,5%,0%,0.1%,-18%,/,
Cc1ccc(C(C(=O)NCc2ccc(F)cc2)N(Cc2ccco2)C(=O)c2snc(C(N)=O)c2N)o1 (stereo unspecified),7%,10%,13%,8%,11%,
O=C(O)CN1C(=O)/C(=C/c2ccsc2)SC1=S,/,-4%,3.9%,9%,5%,
COc1ccc2nc(-c3ccccc3)nc(C3CCCCC3)c2c1,-4%,6%,i,15%,-28%,
O=CC(Cl)P(=O)(N1CCCCC1)N1CCCCC1 (stereo unspecified),2%,-5%,0.1%,7%,-11%,
CC(C)N(Cc1ccccc1)S(=O)(=O)c1ccc2c(c1)NC(=O)CO2,-1%,-4%,2.1%,13%,-23%,
CCc1ccc2[nH]c(=O)c(CN(Cc3ccccc3OC)C(=O)Nc3ccccc3OC)cc2c1,10%,-9%,1.4%,9%,13%,
CC(C)Sc1nnc(NC(=O)c2ccc3c(c2)OCO3)s1,-4%,0%,8.8%,-5%,-5%,
Cc1ccc(C)n1-n1cnc2sc(-c3ccccc3)cc2c1=O,3%,2%,0.9%,31%,-4%,
CC(C)CN(C(=O)CSc1ncnc2ccccc12)C1CCS(=O)(=O)C1 (stereo unspecified),0%,-6%,1.4%,-6%,/,
O=C(NNS(=O)(=O)c1ccccc1)c1cc2cc3ccccc3nc2s1,7%,-2%,8.3%,28%,-20%,
Cc1ccc(S(=O)(=O)Nc2ccc(C(=O)N3CCN(c4ccccc4O)CC3)cc2)cc1[N+](=O)[O-],14%,52%,9.0%,29%,-7%,
Cc1nc(N)nc(N)c1Oc1ccc(Cl)cc1,-3%,/,i,/,/,

# (continued)
SMILES,influenza NS1A,H37Rv inhibition,inhibitors of VEEV,tuberculosis growth,PhoP GFP inhibition,others
O=[N+]([O-])c1cc(S(=O)(=O)/N=C(/c2ccccc2)N2CCOCC2)ccc1Cl,10%,-7%,0.1%,6%,-5%,
CCOCCCNC(=O)CN1C2CCC1CC(O)(c1ccc(OC)cc1)C2 (stereo unspecified),-1%,-3%,0.1%,17%,4%,
O=C(CCc1c[nH]c2ccccc12)N[C@@H](Cc1c[nH]c2ccc(O)cc12)C(=O)O,0%,2%,i,-13%,0%,
COc1cc(NC(=O)COC(=O)CSc2cc(C)ccc2C)c(C)cc1[N+](=O)[O-],-14%,2%,2.6%,5%,-8%,

# In the list so far, 2 contain bromine:
SMILES,influenza NS1A,H37Rv inhibition,inhibitors of VEEV,tuberculosis growth,PhoP GFP inhibition,others
O=C(/C=C/c1ccco1)NC(=S)Nc1ccccc1Br,1%,3%,0.2%,4%,1%,
O=C(NC1=NCCS1)c1ccc(Br)s1,8%,5%,4.7%,4%,-6%,
